# PLC-beta3 inh: PLC-beta3 (human) inhibition, primary screen; Q01970; Purified PLC-beta3, fluorogenic substrate, fluorescence; inhibition, % at 12.2 µM; actives 0.18% (n = 370,000); in the data active = inhibition above about 11%;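 note: 0% = median of compound wells on plate and 100% = full blocker control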
# HGIII-sPLA2 inh: Inhibits HGIII-sPLA2 liposome hydrolysis, primary screen | Q9NZ20 | QFRET BODIPY PC-A2 liposome hydrolysis, fluorescence | inhibition, % at 12.2 µM | actives 0.56% (n = 370,000) | AID 743126;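 active = inhibition above mean plus 3 SD of compounds lying within the high and low control bounds, cut at about 19% in these data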;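 note: 0% = median of test compound wells and 100% = no enzyme DMSO wells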
# Target sequence (Q9NZ20 whole entry, looked up): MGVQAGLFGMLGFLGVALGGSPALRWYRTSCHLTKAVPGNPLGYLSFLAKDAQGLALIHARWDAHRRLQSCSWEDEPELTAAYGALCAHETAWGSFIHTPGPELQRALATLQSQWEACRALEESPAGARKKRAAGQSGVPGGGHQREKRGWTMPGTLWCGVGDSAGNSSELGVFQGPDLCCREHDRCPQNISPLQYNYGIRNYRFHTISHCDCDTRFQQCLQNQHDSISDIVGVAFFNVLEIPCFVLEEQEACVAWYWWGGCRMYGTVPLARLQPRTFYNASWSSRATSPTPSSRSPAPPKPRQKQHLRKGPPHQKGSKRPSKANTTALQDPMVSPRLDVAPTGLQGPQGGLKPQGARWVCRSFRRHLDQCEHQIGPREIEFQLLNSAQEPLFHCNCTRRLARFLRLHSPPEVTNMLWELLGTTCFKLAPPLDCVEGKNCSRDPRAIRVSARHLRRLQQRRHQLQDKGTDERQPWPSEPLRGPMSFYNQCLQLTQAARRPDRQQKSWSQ
# DAX1 inh-1: inhibits human nuclear receptor DAX1 | P51843 | HEK293 Gal4-DAX1 luciferase reporter, luminescence | AID 504766 | inhibition, % at 6.75 µM | actives 0.99% (n = 340,000);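 active = inhibition above the mean over all tested compounds plus 3 SD, cut at about 4.2% in these data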;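 note: 0% = DAX1-transfected cells with DMSO and 100% = empty-vector control cells with DMSO; inhibition shows as a rise in luminescence from relieved DAX1 repression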
# Target sequence (P51843 207-470 limits assumed): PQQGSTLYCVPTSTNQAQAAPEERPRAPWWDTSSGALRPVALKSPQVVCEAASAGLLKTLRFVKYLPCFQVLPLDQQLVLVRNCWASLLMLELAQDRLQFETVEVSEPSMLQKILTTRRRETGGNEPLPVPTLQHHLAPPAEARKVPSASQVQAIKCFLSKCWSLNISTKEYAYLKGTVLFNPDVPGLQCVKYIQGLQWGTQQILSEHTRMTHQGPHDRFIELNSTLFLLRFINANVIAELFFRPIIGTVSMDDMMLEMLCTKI
# FXN GAA850 act: increases GAA850 frataxin promoter reporter activity; activation, % at 6 µM; HEK293 lucGAA850 FXN promoter luciferase reporter, 24 h; percent of 10 µM SAHA response; AID 540364; actives 0.56% (n = 360,000);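 active = activation above the average of all compounds screened plus 3 SD, cutoff fixed separately per campaign, cut at about 7.5% in these data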;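 note: 0% = DMSO wells and 100% = 10 µM SAHA wells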
# hgDAF12 agonist: agonists of H. glycines DAF-12 nuclear receptor. AID 687014. actives 1.8% (n = 370,000). HEK293 GAL4-hgDAF12 UAS-luciferase reporter, agonist luminescence; normalized to butyrate control. activation, % at 6.8 µM;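 active = activation above a cutoff set at the mean of all screened compounds plus 3 SD, cut at about 10% in these data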;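 note: 0% = DMSO wells and 100% = sodium butyrate wells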
# NR1D1 modulator: Rev-erb alpha (human) modulation; actives 0.79% (n = 370,000); Rev-erbα–FITC-DNA binding, fluorescence polarization, 90 min; AID 1259318; P20393; activity, % at 10 µM;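 active = activity above about 14%, limit read from the data; passing the limit was not always enough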;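 note: 0% = DMSO wells with 35 nM protein and 100% = DMSO wells with 750 nM protein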
# ssDAF-12 act: activators of S. stercoralis DAF-12 nuclear receptor | actives 1% (n = 370,000) | AID 652126 | activation, % at 6.8 µM | HEK293 ssDAF-12/GRIP1 lit1-tk-luc reporter, luminescence; % of 3 µM dafachronic acid response;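 active = activation above the mean over all tested compounds plus 3 SD, cut at about 0.9% in these data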;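 note: 0% = DMSO-only wells and 100% = 3 µM delta7-dafachronic acid wells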
# SMARCA2 act: increases SMARCA2 function in MMTV reporter cells | actives 1% (n = 370,000) | activation, % at 9.1 µM | MG213 cells, MMTV-luciferase reporter, dexamethasone, overnight; in the data active = activation above about 7.8%;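 note: 0% = vehicle wells and 100% = reference activator wells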
# hcDAF12 agonist: H. contortus DAF-12 activation, primary screen | HEK293 hcDAF-12 lit1-tk-luc reporter, luminescence; 0% DMSO, 100% Δ7-dafachronic acid | activation, % at 6.8 µM | actives 1.4% (n = 370,000);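 active = activation above the mean of all tested compounds plus 3 SD, cut at about 5.5% in these data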;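 note: 100% = response to 3 µM Δ7-dafachronic acid high control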
# DAX1 inh-2: DAX1 (NR0B1) inhibition, primary screen. AID 652010. actives 1.1% (n = 370,000). HEK293T StAR-luciferase reporter, SF-1/DAX-1 repression relief. inhibition, % at 6.8 µM;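 active = inhibition above the mean over all tested compounds plus 3 SD, cut at about 3.6% in these data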;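 note: 0% = DAX-1 cells with DMSO and 100% = cells lacking DAX-1 with DMSO; higher inhibition means more luminescence from relief of DAX-1 repression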
# PG9 binder: PG9 antibody binding by small molecule. TR-FRET gp120-PG9 antibody binding. inhibition, % at 6.7 µM. actives 0.43% (n = 360,000). AID 624416; in the data active = inhibition above about 8.5%
# An asterisk follows results filed as active; . = not tested or not shown.
SMILES	PLC-beta3 inh	HGIII-sPLA2 inh	DAX1 inh-1	FXN GAA850 act	hgDAF12 agonist	NR1D1 modulator	ssDAF-12 act	SMARCA2 act	hcDAF12 agonist	DAX1 inh-2	PG9 binder
Cc1ccc(NCc2nnc(SCC(=O)OC3CCCCC3)o2)c(C)c1	-5	-5	0.0	-0.4	-0.9	4	-1.4	-1	-0.4	0.3	0.3
O=C(CNC(=O)c1ccccc1O)N/N=C/c1ccccn1	-5	9	-0.2	-1.9	1.0	-6	-0.3	-3	1.5	-0.1	0.9
CC(C)=CCC/C(C)=C/CNCC(=O)N1c2ccccc2[C@]2(C)C[C@@H]3C(=O)N(C/C=C(\C)CCC=C(C)C)CC(=O)N3[C@H]12	-2	-3	.	.	-1.0	3	-0.1	-3	0.3	1.0	.
COc1ccc(-n2c(C)nn(C)c2=O)c(OC)c1	2	10	1.5	-0.4	-0.3	3	-1.1	-4	-1.2	0.1	-0.8
COc1ccc(C2SCCN2C(=O)c2ccc([N+](=O)[O-])cc2)cc1 (centres undefined)	4	3	-0.1	-0.9	1.9	3	-1.3	-2	-1.1	0.2	-2.3
NC(=O)NCCCC(=O)OCC(=O)c1ccc2ccccc2c1	-159	-3	0.6	-0.7	1.4	.	-0.7	2	0.2	0.2	-1.1
CCCn1cnc2c(c1=O)c1nc3ccccc3nc1n2CCc1ccccc1	-9	-1	0.4	1.6	1.4	3	-1.1	-1	-0.8	-0.2	0.7
CCN(CC(=O)N1CCN(Cc2ccccc2)CC1)S(=O)(=O)c1ccccc1	-5	2	0.4	-0.7	-2.7	-2	-1.4	-2	-1.9	-0.7	-1.4
O=C1COc2ccc(C(=O)COC(=O)c3ccccn3)cc2N1	-7	-1	-0.3	1.2	0.2	-4	-0.3	0	-1.3	-0.2	0.4
CC(=O)N1CCN(CC(=O)Nc2ccccc2Sc2ccccc2)CC1	1	0	-0.4	4.0	-1.5	-5	-1.7	-3	-1.3	0.0	1.0
Cc1c2c(nc3ccccc13)CC(C)(C)CC2=O	-13	5	-0.8	-0.7	3.5	-2	-1.9	3	-1.6	-1.7	-0.1
CC(C)C(=O)N=C1SC2CS(=O)(=O)CC2N1Cc1ccc(Cl)cc1 (centres undefined)	-6	2	2.4	0.8	-0.7	-2	-1.2	-6	0.1	0.1	-0.2
COc1ccc(CNC(=O)CSc2nc3ccc(N)cc3s2)cc1	-8	29*	-0.4	2.2	1.1	-3	-0.3	-3	1.4	-0.1	-0.5
CCCCNC(=O)C[C@H]1C[C@@]2(C(=O)OC)C(=C[C@H](C(C)(C)C)O[C@@H]2C)N(CCC2=CCCCC2)C1=O	4	-5	.	.	2.4	1	-1.0	0	-0.1	-0.5	-1.0
COC(=O)N/N=C/c1cn(CCCOc2ccc(C)cc2)c2ccccc12	0	-27	-2.0	-3.6	15*	5	-1.9	5	-1.5	0.6	-0.1
CC(C)CN1C(=O)[C@]2(CC(=O)N(C)C2c2ccccc2)c2cc(-n3cc(C4=CCCCC4)nn3)ccc21 (some centres undefined)	0	-12	.	.	-1.7	0	-1.4	-4	-3.1	-1.1	.
Cc1sc2nc(CN(Cc3cccs3)C(=O)C3CC3)[nH]c(=O)c2c1C	2	4	-1.6	-0.7	-2.6	-5	-1.5	-7	-1.4	-0.8	-1.3
COc1ccc(-c2ccc(C(=O)NCc3cccs3)c3occc23)c(C)c1	-20	-1	.	2.0	4.8	-2	-0.8	1	-2.0	0.0	0.3
CC1CCCC(NC(=O)Nc2cccs2)C1C (centres undefined)	-7	0	0.5	2.5	0.3	-2	-1.4	0	-0.6	0.1	0.9
Cc1cc2c(c(=O)o1)C1(C)CC(C)(O2)c2c(cc(C)oc2=O)O1	-1	11	.	.	1.6	3	-0.2	-3	1.8	0.4	-1.5
COc1ccc(C(=O)CCNc2ccc3c(c2)OCCO3)cc1	-23	0	1.5	3.5	2.4	-4	-0.7	-1	2.1	0.8	-3.0
O=C1COc2ccc(C(=O)c3ccccc3)cc2CN1	3	-1	0.3	1.0	0.4	5	-1.5	0	-1.4	-0.3	0.6
O=C1NN(c2ccc(F)cc2)C(=O)/C1=C\C=C\c1ccco1	0	-2	-0.6	1.6	0.9	4	-1.0	0	-0.5	0.2	-9.6
COC(=O)[C@@H]1[C@@H](C)OC(=O)N[C@H]1c1ccccc1	4	1	0.6	0.7	0.4	-5	-1.3	1	-0.4	-0.2	0.0
COc1ccccc1NC(=O)Nc1ccnn1C1CCN(C(=O)c2ccccn2)CC1	-6	8	0.4	-0.5	0.9	-6	-1.3	-1	3.6	1.9	0.1
Cc1nn(-c2ccc(F)cc2)c2c1cc(C#N)c1nc3ccccc3n12	-63	-2	0.1	-0.5	0.2	60*	-0.9	-6	-0.3	0.6	-1.7
CS(=O)(=O)Nc1ccc(C2=NN(C(=O)c3ccco3)C(c3ccco3)C2)cc1 (centres undefined)	-35	5	0.4	-1.1	2.0	1	-1.3	3	-3.4	-0.8	0.0
O=C(NCCNC(=O)c1ccccn1)c1cccc(F)c1	-3	5	0.6	-0.2	-1.1	-7	-1.5	-1	0.1	0.6	-0.7
CC(C)(C)n1ncc2c(=O)n(CC(=O)NC3CCCCC3)cnc21	0	2	3.6	0.8	6.0	-3	-0.8	0	0.2	0.8	1.8
COC(=O)CCc1sc(NC2CCCCC2)nc1-c1ccc(OC)cc1	-41	5	-0.2	1.6	1.4	-4	-1.9	0	1.8	-0.6	-0.9
CCC1CCCCN1C(=O)/C=C/c1ccc2c(c1)OCO2 (centres undefined)	-15	8	-0.3	1.0	0.9	1	-0.8	1	4.2	0.6	-0.9
CC(C)C(=O)NC(NCC1CCCO1)C(Cl)(Cl)Cl (centres undefined)	2	4	-1.1	-1.3	-0.8	0	-1.0	3	-0.3	-0.4	-0.3
CN(C1CCCCC1)S(=O)(=O)c1ccc(Cl)c(C(=O)O)c1	1	6	-1.5	-0.8	0.1	-4	-0.8	0	-0.4	0.4	-0.4
CCNc1nc(SCCOc2ccc(Br)cc2)nc(N(C)C)n1	3	-2	2.6	1.9	-0.6	-3	-1.8	1	-0.9	-0.3	-3.7
COc1ccc(C2(CNC(=O)c3ccco3)CCOCC2)cc1	-46	-4	-1.3	-0.3	-0.9	1	-1.1	1	-0.4	0.0	0.5
Cc1ccc(NC(=O)COC(=O)c2cccnc2Cl)cc1S(=O)(=O)N1CCOCC1	-5	2	-0.6	0.0	0.0	0	-0.8	-4	-0.7	-0.4	-0.1
N=C1C(c2ccccc2)=C(O)CN1c1cccc(O)c1	1	1	-0.3	-0.6	-2.5	-7	-1.8	-2	-0.6	-0.6	0.3
O=C(c1cc(-c2ccccc2)nn1CC1CC(c2cccnc2)=NO1)N1CCOCC1 (centres undefined)	-1	2	0.2	-0.2	-1.1	0	-1.4	0	-0.6	-0.6	0.4
COc1cc(/C=C/C(=O)OCC(=O)NC2CCS(=O)(=O)C2)ccc1OC(F)F (centres undefined)	-21	-3	-0.1	1.7	-1.1	4	-0.8	8	2.0	-0.3	-2.8
COC(=O)c1cc(-c2cccs2)nn1-c1ccccc1	-1	-4	0.2	6.2	1.5	-5	-1.5	0	-0.8	-0.7	0.5
CCc1ccc(CNC(=O)Cc2ccc(NC(=O)C3=C(C)OCCS3)cc2)cc1	-5	2	0.3	5.8	8.6	-13	0.4	2	5.4	15*	1.1
O=C1CN(C(=O)N[C@@H](Cc2ccccc2)C(=O)N[C@H](Cc2ccccc2)C(=O)O)c2ccccc2N1	3	-5	0.6	-0.6	1.6	-5	-1.6	1	2.8	-0.1	-0.4
COc1ccc(/C=C/C(=O)Nc2cccc(F)c2)cc1S(=O)(=O)N1CCOCC1	-4	-11	-2.3	-1.4	-2.0	9	-2.8	-4	-3.7	-5.3	0.7
CCOC(=O)c1c(C)nn(-c2ccc(NC(=O)/C=C/C(=O)O)cc2)c1C	-47	3	-4.6	-11	-14	0	-3.9	-10	-7.9	-1.6	-3.6
Cc1cc(NC(=O)CCCS(=O)(=O)c2nc(-c3cccs3)cc(C(F)(F)F)n2)no1	-2	0	-4.0	9.6*	-2.6	-5	-1.3	-9	-1.0	-2.3	0.7
Cc1c(C(=O)OCc2ccc(F)cc2)sc2nc3n(c(=O)c12)CCC3	-1	7	0.9	2.5	-4.0	-1	-0.8	-2	-0.2	-1.3	1.3
Cc1ccc2ccccc2c1NC(=O)Cn1nnc(-c2cccnc2)n1	-4	1	-0.3	0.9	-1.0	2	-0.4	-1	-1.5	-0.3	-1.7
CN1CCN(C(=O)c2cc3c(c(-c4cccc(Br)c4)n2)[C@@H](CCO)N(S(=O)C(C)(C)C)C3)CC1 (some centres undefined)	-12	3	.	.	0.4	-2	-1.1	0	-1.0	0.8	0.1
Nc1cc(C(=O)O)ccc1Sc1ccccc1C(=O)O	3	1	0.8	0.0	1.0	3	-1.6	1	-1.6	-0.6	-0.9
CC(=O)c1sc2ccccc2c1OC(=O)c1ccco1	-5	3	2.4	-2.7	-0.6	5	-0.4	0	4.2	0.8	-2.2
CCN1CCN(C(=O)c2cc3c(OC)c(OC)c(OC)cc3[nH]2)CC1	-37	-1	0.9	1.3	-0.1	-2	-1.1	0	2.1	0.3	-1.3
S=C(NCc1ccc(Cl)cc1)N1CCN(c2ccccn2)CC1	0	1	1.1	0.9	-1.7	-6	-1.8	-2	-0.4	-0.7	-0.3
Cc1cc(OCC(=O)OCC(=O)N2CC(C)CC(C)C2)ccc1Cl (centres undefined)	-6	-2	-0.9	0.4	0.6	-7	-1.2	0	-0.5	1.4	-3.4
O=C(COC(=O)c1cccnc1Cl)Nc1ccccc1OC(F)F	-2	6	0.7	2.7	4.2	-1	-0.9	-4	-1.5	-0.1	-1.1
Cn1c(N2CCOCC2)nc2c1c(=O)n(Cc1ccc(Cl)cc1)c(=O)n2C	-4	9	-2.1	-1.6	-1.3	0	-1.5	-5	-2.1	0.8	0.8
CCN(CC)C(=O)COc1ccc2c(-c3ccccc3)cc(=O)oc2c1	-17	-1	-0.5	2.5	-2.9	3	-0.9	-2	-2.3	-1.0	1.2
C[C@H](CO)N1C[C@H](C)[C@@H](CN(C)C(=O)Nc2ccc(C(F)(F)F)cc2)Oc2ccc(NC(=O)Nc3ccc(C(F)(F)F)cc3)cc2C1=O	2	-31	-0.1	1.8	2.5	1	-1.1	-1	-1.6	0.2	-1.8
O=S(=O)(Nc1ccc(N2CCCCC2)cc1)c1ccc(F)c(F)c1	0	-13	-0.2	0.5	-1.1	-3	-1.3	-3	-3.0	-0.7	0.7

# Screening results as filed in PubChem.
